M. tuberculosis = growth inhibition of non-replicating M. tuberculosis (AID 488890); Mycobacterium tuberculosis non-replicating, growth inhibition; higher % means a stronger effect; actives 0.39% (n = 320,000); inhibition, % at 25 µM, or IC50 in µM where a hit was titrated; in the data active means a potency from the dose series; inconclusive means inhibition mostly from about 82% at the one dose, without a potency; inactive means the rest, 99 in 100 with inhibition below about 76%;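 further: plate controls were DMSO cells for no effect and high antibiotic wells for full effect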
inhibitors of VEEV = inhibitors of VEEV TC-83 cytopathic effect, confirmation, Vero cells (AID 588727) | Vero cells, VEEV TC-83 cytopathic effect inhibition; higher % means a stronger effect | one-dose inhibition, % at 20 µM; IC50 in µM for titrated hits | actives 0.13% (n = 350,000); in the data active means a potency from the dose series; inconclusive means inhibition mostly from about 14% at the one dose, without a potency; inactive means the rest, 99 in 100 with inhibition below about 12%; further: strong numbers were not always called active
M. tuberculosis HTS = M. tuberculosis growth inhibition, HTS (AID 449762). inhibition, % at 25 µM; hits with a dose series show IC50 in µM. M. tuberculosis H37Rv growth inhibition, 7H9 media; higher % means a stronger effect. actives 0.59% (n = 330,000); in the data active means a potency from the dose series; inconclusive means inhibition above about 70% without an active follow-up result;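 further: bacterial growth assessed after seven days of incubation; strong numbers were not always called active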
PhoP GFP inhibition = PhoP regulon inhibitors, Salmonella typhi PhoP promoter GFP reporter, confirmatory (AID 1850). actives 0.33% (n = 310,000). Salmonella Typhi PhoP-promoter GFP reporter, fluorescence, 4 h; higher % means a stronger effect. inhibition, % at 50 µM, or IC50 in µM where a hit was titrated; in the data active means a potency from the dose series; inconclusive means inhibition mostly from about 25% at the one dose, without a potency; inactive means the rest, 99 in 100 with inhibition below about 19%;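 further: 0% = induced wells with vehicle and 100% = uninduced wells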
influenza NS1A = H1N1 influenza NS1A inhibitors, functional cell based assay (AID 504329); NS1A functional cell-based assay, percent inhibition; higher % means a stronger effect; inhibition, % at 12.5 µM; hits with a dose series show IC50 in µM; actives 0.3% (n = 340,000); in the data active means a potency from the dose series; inconclusive means inhibition above about 27% without an active follow-up result; further: strong numbers were not always called active
inhibitors of VEEV 10K pilot screen = also measured in inhibitors of VEEV; calls as there; inhibition, %; measured here: 10K pilot screen inhibition
Active calls of the source: *; i = inactive; ? = inconclusive; / = no result given; & = joins results of further samples.

SMILES | M. tuberculosis | inhibitors of VEEV | M. tuberculosis HTS | PhoP GFP inhibition | influenza NS1A | others
O=C(NCc1ccco1)C1OCCc2ccccc21 (stereo not drawn) | 4% | 0.3% | 3% | -6% | -2%
CCOc1ccc(NC(=O)CCc2nnc3ccc(N4CCC5(CC4)OCCO5)nn23)cc1 | -13% | 2.7% | 5% | -1% | 5%
Cc1cccc(CSCc2ccc(C(=O)O)o2)c1 | 29% | 0.3% | -10% | 2% | 1%
Cc1ccc(NC(=O)c2ccc(Nc3ccccc3F)nc2)cc1 | 74% | 0.6% | 2% | -5% | -10%
CCCCc1ccc(NS(=O)(=O)c2cccc(C(=O)N3CCCN(C)CC3)c2)cc1 | 14% | 0.8% | -9% | / | 0%
Cc1ccc2cc3cc(C(=O)N4CC(C)CC(C)C4)oc3nc2c1 (stereo not drawn) | 72% | 6.8% | 23% | -2% | 4%
Cn1c(N)c(C(=O)CSc2nc3ccccc3[nH]2)c(=O)n(C)c1=O | -8% | 1.1% | -7% | -5% | -8%
COc1ccc(/C=N/NS(=O)(=O)c2ccccc2)cc1OC(=O)c1ccc(C)cc1 | -5% | 3.1% | 3% | 5% | -2%
Cc1cc(=O)cc(C)n1-c1ccc(Cl)cc1 | -5% | 0.9% | 2% | -3% | 8%
COc1ccc2[nH]cc(C(=O)CN3CCCCC3)c2c1 | -12% | 2.4% | 0% | -17% | 4%
CCOC(=O)CCN(Cc1cccs1)S(=O)(=O)c1ccc(Cl)cc1 | 4% | i | 5% | -4% | -3%
CCc1cccc(NC(=O)Cc2ccc([N+](=O)[O-])cc2)c1 | 15% | i | -1% | -4% | 0%
CCn1c(SCC(=O)N/N=C/C=C/c2ccco2)nnc1-c1ccc(OC)cc1 | 17% | 1.2% | -2% | 0% | 2%
CC[C@]12c3[nH]c4ccccc4c3CCN1C(=O)C(CC(=O)NCc1ccc(OC)c(OC)c1)C[C@@H]2C(=O)N1CCN(C(=O)C2CC2)CC1 (stereo partly drawn) | 23% | i | 2% | / | -14%
CCOc1ccc(N(Cc2cc3cc(C)ccc3[nH]c2=O)C(=O)COC)cc1 | 13% | 0.3% | 4% | -7% | 20%
CNC(=O)/C(=C/c1ccc2c(c1)OCO2)NC(=O)c1ccc(Br)cc1 | -9% | i | 4% | 0% | 5%
CC(=O)c1ccc(NC(=O)Nc2ncn(Cc3cccc(C)c3)n2)cc1 | 12% | 3.7% | 6% | 4% | -12%
Cc1nnsc1C(=O)N1CCCC(Nc2ccc(F)c(F)c2)C1 (stereo not drawn) | 17% | 0.8% | -6% | 3% | -6%
CCOC(=O)c1c(C)c(C(=O)OCC)n(C)c1C | -8% | i | 3% | -3% | -1%
CN(C)/C=C/c1onc(-c2c(F)cccc2Cl)c1C#N | 5% | 3.3% | 3% | 0% | -3%
COC(=O)[C@]1(C)N[C@H](CN(C)C(=O)Nc2ccc(Cl)cc2)[C@@H]2C(=O)N(C)C(=O)[C@@H]21 | -10% | 1.8% | -2% | / | -18%
CC(C)N1CCOC1c1ccccc1 (stereo not drawn) | / | 1.0% | / | / | -1%
CC(NCc1ccc(S(N)(=O)=O)cc1)C(=O)Nc1ccc([N+](=O)[O-])cc1Cl (stereo not drawn) | -1% | i | 4% | -10% | -1%
O=C(Nc1ccccc1)c1ccc2c(c1)CCN2S(=O)(=O)c1ccccc1 | 30% | 7.5% | 7% | -9% | 3%
O=C(NCCSc1ccccc1)c1cncc(Br)c1 | -13% | 1.7% | -3% | -10% | 2%

Sorted by heavy-atom count (falling): some entries from above.
SMILES | M. tuberculosis | inhibitors of VEEV | M. tuberculosis HTS | PhoP GFP inhibition | influenza NS1A | others
CC[C@]12c3[nH]c4ccccc4c3CCN1C(=O)C(CC(=O)NCc1ccc(OC)c(OC)c1)C[C@@H]2C(=O)N1CCN(C(=O)C2CC2)CC1 (stereo partly drawn) | 23% | i | 2% | / | -14%
CCn1c(SCC(=O)N/N=C/C=C/c2ccco2)nnc1-c1ccc(OC)cc1 | 17% | 1.2% | -2% | 0% | 2%
CC(C)N1CCOC1c1ccccc1 (stereo not drawn) | / | 1.0% | / | / | -1%

Later entries:
SMILES | M. tuberculosis | inhibitors of VEEV | M. tuberculosis HTS | PhoP GFP inhibition | influenza NS1A | others
O=c1ccnc2n1COCS2 | 4% | 1.8% | -15% | 1% | 1%
Cc1cccc(CNc2ncnc3ccc(-c4ccc5c(c4)OCO5)cc23)c1 | 79% | 0.5% | 5% | / | -3% | inhibitors of VEEV 10K pilot screen=2.9
COc1cc(C(=O)Nc2cccc3cccnc23)cc(OC)c1OC | 6% | 6.9% | 6% | 17% | 4%
CCOc1ccc(C(C)(C)C)cc1S(=O)(=O)N1CCOCC1 | -1% | 0.3% | 6% | 9% | -6%
COc1ccccc1NC1=C(Cl)C(=O)N(c2ccccc2)C1=O | ? | 0.7% | 6% | -9% | 10%
CCC(C)/C(C)=N/NC(=O)C1COc2ccccc2O1 (stereo not drawn) | -18% | i | 1% | 9% | -13%
COc1cccc(-c2nc(=S)c3c(o2)CCCC3)c1 | -9% | 0.5% | 7% | 12% | -8%
FC(F)(F)c1cc(-c2ccccc2)nc(N2CCCCC2)n1 | -1% | 0.6% | 0% | 16% | -14%
O=C1COc2ccc(C(=O)COC(=O)CCc3ccc(S(=O)(=O)N4CCOCC4)cc3)cc2N1 | -10% | 0.3% | -7% | -8% | -17%
CC(=O)OCC1OC(OCc2cn(C[C@H]3CC[C@H](Cn4cc(COC5OC(COC(C)=O)C(OC(C)=O)C(OC(C)=O)C5OC(C)=O)nn4)O3)nn2)C(OC(C)=O)C(OC(C)=O)C1OC(C)=O (stereo partly drawn) | -17% | i | 2% | 10% | 5%
N#Cc1c(Nc2ccc(Cl)cc2)s[nH]c1=O | 59% | 13% | 13% | -2% | -2%
Cn1c2ccccc2c(=O)c2cc(C#CC3=CCCCC3)ccc21 | -20% | 7.8% | -6% | / | 5%
CN1CCN(Cc2ccc(Br)s2)CC1 | -8% | 0.5% | 5% | 4% | -5%
Cc1ncn(C23CC4CC(CC(C4)C2)C3)n1 | 0% | 1.8% | -5% | -3% | -2%
CC1=[N+]([O-])C(C)(C)N(O)C1(C)C | 2% | 3.3% | -2% | 2% | 4%
Cc1nn(-c2ccccc2)c(Cl)c1/C=C(\C#N)C(=O)NC(C)C | 48% | 2.4% | 4% | -9% | 0%
Cc1noc(C)c1NC(=O)Nc1ccc2c(c1)CC(=O)N([C@@H](C)CO)C[C@@H](C)[C@@H](CN(C)C(=O)Nc1cccc3ccccc13)O2 | 0% | 0.4% | -5% | / | 1%
Cc1ccccc1S(=O)(=O)Cc1ccc(C(=O)O)o1 | -29% | i | -6% | -5% | -8%
c1ccc(Oc2nc(NCc3ccco3)nc(NCc3ccco3)n2)cc1 | 2% | 4.2% | 1% | -6% | 1%
O=C(O)/C=C/c1ccc(Cn2ccnc2)cc1 | -17% | 6.4%&1.2% | 0% | -17% | -2%&-4%
O=C(CN1CCN(Cc2ccccc2)CC1)NNC(=O)c1ccc(Cl)cc1 | -10% | i | 17% | -6% | 5%
COc1ccc(N2C(=O)NC3CC2(C)Oc2ccc(Br)cc23)cc1OC (stereo not drawn) | 10% | 3.6% | 2% | -8% | -15%
O=C(c1cccc(Cl)c1)N1CCCc2ccccc21 | 9% | i | 10% | 5% | -5%
Cc1ccccc1NC(=O)c1cccc(NC(=O)c2c(C(=O)O)cccc2[N+](=O)[O-])c1 | -9% | ? | -17% | 6% | -2%
Cc1cccc(C)c1NC(=O)CN(C)C(=O)c1ccc(N2C(=O)CCC2=O)cc1 | 12% | 0.7% | 10% | 2% | -5%

Four records drawn at random from those above:
SMILES | M. tuberculosis | inhibitors of VEEV | M. tuberculosis HTS | PhoP GFP inhibition | influenza NS1A | others
O=C(c1cccc(Cl)c1)N1CCCc2ccccc21 | 9% | i | 10% | 5% | -5%
Cc1cccc(C)c1NC(=O)CN(C)C(=O)c1ccc(N2C(=O)CCC2=O)cc1 | 12% | 0.7% | 10% | 2% | -5%
Cc1nn(-c2ccccc2)c(Cl)c1/C=C(\C#N)C(=O)NC(C)C | 48% | 2.4% | 4% | -9% | 0%
O=C(O)/C=C/c1ccc(Cn2ccnc2)cc1 | -17% | 6.4%&1.2% | 0% | -17% | -2%&-4%

New compounds follow:
SMILES | M. tuberculosis | inhibitors of VEEV | M. tuberculosis HTS | PhoP GFP inhibition | influenza NS1A | others
CCOC(=O)c1cc(NC(=O)OC)c(C)nc1C | -11% | 1.1% | -7% | -9% | -4%
COc1ccccc1C(=O)N/C(=C/c1ccco1)C(=O)Nc1cccc(C(=O)O)c1 | -2% | 0.1% | -1% | 1% | 6%
Cc1ccc(Oc2ccc(OCC(=O)OC3CCS(=O)(=O)C3)cc2)cc1 (stereo not drawn) | ? | / | 37% | 4% | /
CC(C)(C)OC(=O)N[C@@H](Cc1ccccc1)C(=O)N1CCC(C(=O)O)CC1 | -1% | 0.3% | 0% | 3% | -7% | inhibitors of VEEV 10K pilot screen=1.1
COc1cc2sc(C)nc2c2sccc12 | -7% | 5.2% | 0% | 15% | -1% | inhibitors of VEEV 10K pilot screen=0.6
Cn1c(=O)c2c(nc(NCCNC(=O)c3ccco3)n2Cc2ccccc2Cl)n(C)c1=O | -13% | i | -4% | 3% | 14%
CCOc1cccc(/C=N/Nc2ccc(S(=O)(=O)N(CC)CC)cn2)c1O | -20% | 12% | 64% | -10% | 4%
O=[N+]([O-])c1cc(C(F)(F)F)ccc1Cl | -4% | i | -13% | / | 0%
CN(C)CCOCCP(=O)(c1ccccc1)c1ccccc1 | 4% | 0.7% | -3% | -1% | -14%
CC(=O)N1CCN=C1SCc1ccc(Cl)cc1 | / | 2.2% | 2% | -11% | -9%
C/C(=N/OC(=O)c1ccc(C)cc1)c1cccs1 | 24% | i | 70% | -3% | -3%
COc1ccc(OC)c(Nc2ccc(Nc3cc(OC)ccc3OC)nn2)c1 | -1% | 6.7% | -9% | -3% | 10%
Cc1nn(-c2cc(C)c3ccccc3n2)c2c1C1C(C2)C1(C)C (stereo not drawn) | 33% | i | 1% | -13% | 1%
Cc1ccc(NC(=O)CCNS(=O)(=O)c2ccc(Br)s2)cc1 | 8% | i | 25% | -12% | 6%
CCCn1c(-c2cccs2)nc2c1c(=O)[nH]c(=O)n2Cc1ccccc1 | 18% | i | 2% | -16% | -1%
Cc1cc2c(c(=O)n1Cc1ccco1)C(c1cccnc1)C(C#N)=C(N)O2 (stereo not drawn) | 12% | 1.8% | 1% | 18% | -8%
CCC(OC(=O)c1ccco1)C(=O)NCc1ccco1 (stereo not drawn) | 0% | 1.0% | 3% | -13% | -8% | inhibitors of VEEV 10K pilot screen=1.6
C=CCOc1cc(OC)c(OC)c(OC)c1 | -8% | 0.8% | 0% | -4% | 1%
O=c1[nH]ncc(N/N=C/c2ccccc2)c1Cl | -6% | 8.6% | -4% | 0% | -18%
Cc1c(C(=O)NC(=S)Nc2cccnc2)cccc1[N+](=O)[O-] | 2% | 2.1% | -1% | -8% | 1%
Cc1nc2c(C#N)cnn2c2c1CCNN2C | -6% | 1.3% | -7% | -9% | 2%
Cn1c(SCC(=O)c2cccs2)nnc1-c1ccco1 | 29% | 1.3% | 3% | 11% | -3%
O=C(Nc1ncc([N+](=O)[O-])s1)c1ccco1 | 67% | 0.7% | 0% | -3% | -5%
COC(=O)c1cccc(NC(=O)c2onc3c2CCCC3)c1 | 20% | i | 6% | 0% | 7% | inhibitors of VEEV 10K pilot screen=1.9
CN(C)S(=O)(=O)N(CC(=O)Nc1cccc(F)c1)c1ccccc1 | 4% | 0.1% | -11% | -10% | -6%
O=C(Nc1cc(S(=O)(=O)N2CCOCC2)ccc1N1CCOCC1)c1ccc(Cl)nc1 | 11% | 2.4% | 7% | 6% | 13%
COC(=O)Nc1cc(C)nc2ccccc12 | 19% | 0.6% | 1% | -6% | -10%
NC(=O)N/N=C/c1coc2ccc(O)cc2c1=O | 4% | 4.4% | -9% | -7% | -2%

Assay outcomes (PubChem)
